NSD2 HMT inh: blocks human histone methyltransferase NSD2 | O96028 | NSD2 peptide methylation, AlphaScreen, 120 min | inhibition, % at 12.5 µM | hit rate 0.54% among 310,000; in the data active = inhibition above about 50%
Target sequence (O96028 whole entry, looked up): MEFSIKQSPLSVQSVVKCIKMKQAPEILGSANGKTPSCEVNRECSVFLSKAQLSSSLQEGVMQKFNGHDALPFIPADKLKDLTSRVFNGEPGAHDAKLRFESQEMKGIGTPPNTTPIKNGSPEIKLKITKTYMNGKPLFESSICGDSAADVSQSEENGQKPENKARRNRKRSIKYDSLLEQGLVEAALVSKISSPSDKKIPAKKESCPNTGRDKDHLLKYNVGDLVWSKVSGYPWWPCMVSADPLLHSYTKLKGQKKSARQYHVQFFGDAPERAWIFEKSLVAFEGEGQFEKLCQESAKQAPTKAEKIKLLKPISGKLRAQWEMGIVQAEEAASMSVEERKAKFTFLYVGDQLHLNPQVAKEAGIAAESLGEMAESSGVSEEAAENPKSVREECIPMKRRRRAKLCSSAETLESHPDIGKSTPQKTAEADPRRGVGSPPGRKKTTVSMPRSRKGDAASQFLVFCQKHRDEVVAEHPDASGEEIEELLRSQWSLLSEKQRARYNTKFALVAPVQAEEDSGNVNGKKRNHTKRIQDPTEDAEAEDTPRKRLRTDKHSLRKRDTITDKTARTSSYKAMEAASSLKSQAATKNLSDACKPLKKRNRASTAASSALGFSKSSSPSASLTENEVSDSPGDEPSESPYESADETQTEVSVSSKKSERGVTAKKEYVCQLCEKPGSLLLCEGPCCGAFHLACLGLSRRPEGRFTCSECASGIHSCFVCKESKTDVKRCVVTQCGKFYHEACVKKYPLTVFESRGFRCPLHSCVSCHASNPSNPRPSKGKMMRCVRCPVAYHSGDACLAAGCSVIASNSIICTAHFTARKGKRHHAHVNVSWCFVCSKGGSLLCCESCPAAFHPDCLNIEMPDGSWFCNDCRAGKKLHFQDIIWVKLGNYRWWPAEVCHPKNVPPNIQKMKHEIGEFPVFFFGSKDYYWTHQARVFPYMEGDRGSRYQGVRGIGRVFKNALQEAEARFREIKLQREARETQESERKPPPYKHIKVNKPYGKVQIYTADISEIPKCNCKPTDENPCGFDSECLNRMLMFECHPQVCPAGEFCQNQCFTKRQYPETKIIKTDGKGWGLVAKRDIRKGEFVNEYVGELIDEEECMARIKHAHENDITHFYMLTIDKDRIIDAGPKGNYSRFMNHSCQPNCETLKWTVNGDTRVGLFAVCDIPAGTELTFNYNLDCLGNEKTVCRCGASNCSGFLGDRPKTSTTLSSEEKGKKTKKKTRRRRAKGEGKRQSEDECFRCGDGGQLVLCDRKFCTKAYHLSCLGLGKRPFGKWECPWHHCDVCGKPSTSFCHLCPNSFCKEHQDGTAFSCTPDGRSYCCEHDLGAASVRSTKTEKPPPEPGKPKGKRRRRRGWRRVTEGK
CDK5 inh: inhibitors of human CDK5/p35 kinase; Q00535+Q15078; Recombinant CDK5/p35, ADP-Glo luminescence, 60 min; AID 488839; hit rate 0.01% among 330,000; inhibition, % at 10 µM;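 active = highest replicate inhibition of at least 50% and at least 75% of replicates reaching 50%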;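 note: plate controls were DMSO neutral control for no effect and GW8510 at 10 µM for full effect; many of its hits are not listed in these tables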
MITF TRPM1 HTS: MITF TRPM1 promoter activation in melanoma cells | SK-MEL-5 TRPM1-promoter luciferase, 24 h; % of positive control, neutral wells = 0 | activation, % at 12.5 µM | hit rate 0.75% among 300,000 | AID 588334;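 active = mean activation of at least 80% with every replicate also reaching 80%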;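 note: 0% = neutral control wells and 100% = parthenolide positive control wells; values of inactives mirror those of a sister screen read the other way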
dFosB act: enhances mouse delta FosB homodimer DNA binding; P13346; hit rate 0.99% among 340,000; purified delta FosB, TAMRA-CDK5 oligo fluorescence polarization; percent of positive-control signal above neutral wells; activation, % at 25 µM; AID 493131;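 active = mean activation above about 17%, with every replicate also reaching it, limit read from the data, passing the limit was not always enough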;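 note: fluorescence polarization rise as delta FosB binds a TAMRA Cdk5 AP-1 oligo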
V-ATPase pH: alters yeast V-ATPase proton transport; AID 504577; S. cerevisiae, pHLuorin cytosolic pH fluorescence; hit rate 0.37% among 350,000; response, % at 10 µM; in the data active = response mostly above about 7.3%, no sharp cut-off; inactive = mostly below about 5.4%; note: actives read high; inactives centre near 0; some compounds called inactive have numbers as strong as hits; reference of the scale not given here
HTR5A inv ctr: HTR5A inverse agonism, opioid heterodimer counter-screen; P47898; HTR5A cell line, luminescence; inhibition, % at 9.3 µM; hit rate 0.083% among 340,000; AID 504634; in the data active = inhibition mostly above about 23%, no sharp cut-off; inactive = mostly below about 18%;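 note: 0% = cells with DMSO and 100% = no-cell wells with DMSO; some compounds called inactive have numbers as strong as hits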
Wnt bcat act: activates Wnt/beta-catenin signaling in a reporter cell assay | activator, plate reader | activation, % at 9.35 µM | hit rate 1.2% among 300,000; in the data active = activation above about 30%, passing the limit was not always enough;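 note: 0% = neutral control wells and 100% = positive control wells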
SR-BI HDL uptake: mouse SR-BI HDL lipid transfer inhibition; Q61009; ldlA[mSR-BI] CHO cells, DiI-HDL uptake fluorescence, 3 h; inhibition, % at 12.5 µM; hit rate 0.96% among 320,000; AID 488896;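 active = mean replicate inhibition of at least 70% and a set share of replicates each scoring 70 or more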;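 note: 0% = median of neutral control wells and 100% = median of positive control wells; values of inactives mirror those of a sister screen read the other way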
HTR5A ag: counter-screen for OPRM1-OPRD1 agonists: human HTR5A agonism; HTR5A agonist assay, luminescence, cell-based; activation, % at 9.3 µM; hit rate 0.61% among 340,000; AID 504692; in the data active = activation mostly above about 9.5%, no sharp cut-off; inactive = mostly below about 7.6%;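 note: 0% = cells with vehicle only and 100% = reference agonist; strong numbers were not always called active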
PvdQ inh: P. aeruginosa PvdQ acylase inhibition. purified PvdQ acylase, fluorescence plate reader. hit rate 0.063% among 340,000. AID 488965. inhibition, % at 10 µM; in the data active = inhibition above about 30%, passing the limit was not always enough;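 note: 0% = vehicle neutral wells and 100% = reference inhibitor wells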
* marks the source's active call; other numbers are inactive results; / = no result given.

SMILES	NSD2 HMT inh	CDK5 inh	MITF TRPM1 HTS	dFosB act	V-ATPase pH	HTR5A inv ctr	Wnt bcat act	SR-BI HDL uptake	HTR5A ag	PvdQ inh
CC(C)N(c1ccccc1)c1ccc(NC(=O)CCl)cc1	-1.2	-0.3	-49.1	-6.3	-2.3	-10.3	-1.1	-4.9	3.6	-17.3
O=C(NCc1ccc2c(c1)OCO2)C1CCC(CNS(=O)(=O)c2ccc(Cl)cc2)CC1 (stereo not given)	-2.4	-1.7	-6.0	1.6	3.0	14.4	0.4	23.2	4.7	2.2
O=C(Nc1cccc(F)c1)C1CCN(C(=O)c2ccc(Br)cc2)CC1	-0.9	1.4	-1.2	-11.5	1.3	-5.0	-6.0	-1.9	-2.4	-4.5
Cc1oncc1C(=O)NC(C)C	-52.7	-0.2	-2.8	6.9	2.3	-21.5	-4.3	-8.8	0.2	-5.4
CCOc1ccc(NC(=O)CN(C)C(=O)c2c(-c3ccccc3)noc2C)cc1OCC	-4.4	-0.5	-7.8	-5.9	1.3	-2.3	-2.5	57.5	0.9	-19.7
CC(=O)Nc1sc(N)nc1-c1ccccc1	/	0.1	2.6	1.8	0.2	3.2	-1.9	-41.1	-1.1	-9.7
CCC(CC)c1nc(NCCC(=O)O)c2ccccc2n1	/	1.4	0.3	-5.8	1.8	-10.1	-2.2	-46.2	8.9	-4.9
COc1ccc(/C=C2/CC/C(=C\c3ccc(OC)c(OC)c3OC)C2=O)c(OC)c1OC	-0.5	-0.9	0.6	0.0	3.2	-22.7	-7.1	56.1	3.1	9.0
CCCc1nnc(NC(=O)c2cc3ccccc3oc2=O)s1	-0.9	0.9	24.8	-6.4	-0.4	-15.3	-0.4	-5.1	5.5	-13.9
CC(CNS(=O)(=O)c1cc(Cl)ccc1Cl)CN(C)C (stereo not given)	22.0	-0.3	/	1.2	0.8	-38.0	/	-0.6	2.8	-1.9
Cc1ccc(NC(=O)c2cc(N3C(=O)C4CC=CCC4C3=O)ccc2N2CCOCC2)cc1Cl (stereo not given)	12.3	0.9	-2.5	-10.3	-0.4	-6.4	/	12.1	-3.2	-3.4
C=CC[C@H](CC(=O)OC(C)(C)C)C(=O)OC[C@H]1CCCN1C(=O)[C@H](CC=C)CC(=O)NCCO	/	-1.3	0.0	-8.8	-3.1	-5.1	-2.8	7.1	-0.4	-5.1
CCN1CCN(CC(=O)N2N=CCC2c2ccccc2)CC1 (stereo not given)	1.4	2.6	-2.2	-1.3	5.4	-4.9	-2.5	-4.9	-2.6	-4.3
CCOc1ccc(N2C(=O)CC(N3CC(C)OC(C)C3)C2=O)cc1 (stereo not given)	/	0.2	/	1.5	2.2	-2.1	-0.1	-16.3	-1.2	5.4
COc1ccc(-c2ccc(SCC(=O)Nc3cc(C)on3)nn2)cc1OC	0.4	-1.6	25.7	-9.6	-0.9	-42.3	17.6	4.2	-1.2	2.4
O=C1NC(c2cccc(Br)c2)=N/C1=C\c1ccco1	3.3	-1.0	6.8	1.5	0.1	-15.3	29.0	32.6	1.2	-10.1
CCOc1ccccc1NC(=O)NC1CCCc2ccccc21 (stereo not given)	/	0.5	1.1	-0.4	-0.1	-11.5	1.4	79.1*	6.4	0.0
COc1ccccc1/C=N/NC(=O)CNC(=O)c1ccccc1	-1.6	0.0	11.2	1.4	0.6	-6.9	1.0	/	2.2	3.1
Brc1ccc(CNc2ccc3ncccc3c2)cc1	-7.5	0.1	/	-6.3	-1.1	-20.8	7.7	20.8	5.5	-10.4
CCCCOC(=O)c1ccc(NC(=O)C(=O)NCc2ccco2)cc1	/	1.1	0.3	-7.8	-3.5	-5.6	0.5	-15.1	4.7	-0.8
CCN1CCN(CCNC(=O)c2ccc(/C=C3/Sc4ccccc4N(Cc4cccc(Cl)c4)C3=O)cc2)CC1	/	0.1	-65.7	-413.3	4.5	-16.0	-0.3	/	5.4	-2.8
O=c1[nH]cnc2c1N1CCC2CC1	-4.5	-0.5	1.5	-12.2	-4.6	4.2	-1.0	23.5	1.6	-6.1
CC1CN(C(=S)SCCN2Cc3ccccc3C2=O)CC(C)O1 (stereo not given)	0.4	2.5	1.2	-1.9	2.2	11.2	-1.0	7.7	1.4	-14.7
Cc1cc(C)nc(NNC(=O)NC2CCCCC2)n1	-1.4	-1.9	11.6	5.5	-2.4	3.8	-0.1	39.8	-0.7	-13.2
COc1ccccc1CNC(=O)COC(=O)Cc1ccc(F)cc1	1.9	-1.0	-5.1	-5.0	4.5	-5.3	-3.0	-10.5	2.0	15.4
CC(C)Cc1nnc(NC(=O)CCC(=O)NC2CCCCCC2)s1	1.7	1.1	5.6	-5.3	-0.7	8.3	0.2	-5.4	-2.2	-14.3
CCOC(=O)Cn1c(C)nc2c(C(=O)OCC)sc(C)c2c1=O	0.5	0.0	0.1	-8.7	0.0	-12.8	0.6	1.6	3.2	1.9
CCOC(=O)c1sc(NC(=S)NC(=O)c2cccc(OC)c2)nc1C	1.2	0.1	4.5	-2.1	-3.1	5.6	1.4	3.7	-1.5	-6.0
CCOC(=O)C[C@H]1c2cc(F)ccc2S(=O)(=O)N1c1cccc(OC)c1	/	-0.5	-2.5	-0.3	-4.5	7.6	1.5	-1.4	-2.8	-7.3
O=S(=O)(Nc1cccc(S(=O)(=O)N2CCCCCC2)c1)c1ccc(F)cc1F	-0.7	0.2	3.2	-2.1	-6.8	6.2	-1.2	35.4	-1.6	8.1
CC(=O)c1cc(-c2ccccc2)n(CC(=O)N2CCN(C3CCCC3)CC2)c1C	2.7	2.2	-0.2	-9.6	2.7	17.4	-1.4	-11.3	-0.7	-1.9
CCN(Cc1ccccc1)C(=O)COc1cc(=O)n(CC)c2ccccc12	-0.5	-0.1	/	-6.0	-0.8	-7.7	-7.8	9.2	-2.6	-5.5
Cc1nnc(NC2(C(F)(F)F)C(=O)Nc3c2c(=O)n(C)c(=O)n3C)s1 (stereo not given)	2.6	-0.8	1.5	7.1	4.1	-2.1	-1.8	-29.1	3.1	12.9
CC(=O)Nc1c(C)ccc2nsnc12	-1.3	0.8	1.7	-3.6	-1.3	-0.4	/	-17.7	0.2	-7.6
CCOc1ccc(CC(=O)Nc2ccc(-c3ccc4nnc(C)n4n3)cc2)cc1	2.5	-0.1	6.4	-21.6	-1.6	13.9	0.5	48.9	2.1	-4.1
O=C(COC(=O)CCC(=O)c1cccs1)NC1CCCCC1	9.2	-0.9	5.5	-6.6	1.1	17.8	-0.6	-1.0	-7.3	-1.7
CC(=O)C1=C(O)C(=O)N(CCCn2ccnc2)C1c1ccc(C)cc1 (stereo not given)	-0.3	-0.6	-4.1	3.0	2.6	-21.4	/	11.3	8.3	-11.7
COc1ccc(-c2noc(CCC(=O)Nc3ccc4c(c3)OCCO4)n2)cc1	2.4	0.0	16.7	-12.0	10.0	-7.2	0.6	13.7	-2.4	-14.2
COC(Cc1nnc(SC)n1-c1ccc(Cl)cc1)OC	-3.5	2.2	/	6.0	-5.9	12.6	/	/	-4.1	-4.6
NC(N)=Nc1nc2ccc(Br)cc2c(=O)[nH]1	-0.8	0.1	-9.2	42.4*	0.7	2.9	0.5	-36.7	-1.0	-0.8
CCc1ccccc1NC(=O)CN1CCN(CC(=O)Nc2ccc(-c3ccccc3)cc2)CC1	-2.3	0.5	-4.4	-9.1	-28.7	16.8	-2.2	/	-6.3	-4.4
CCCOc1ccc(C(=O)Nc2ccc(S(=O)(=O)NC3=NCCCCC3)cc2)cc1	0.4	-6.5	-11.1	-1.0	-3.5	-3.4	-2.9	36.4	1.2	-14.6
CC(C)(C)c1ccc(/C=N/NC(=O)c2ccccn2)cc1	-5.8	0.8	12.4	-14.9	-1.6	2.1	1.5	3.4	0.1	-4.3
Cc1cc(C)c2c(=O)[nH]c(SCC(=O)c3ccc(C)c(C)c3)nc2n1	1.1	0.9	-5.6	-10.4	-2.7	8.0	-6.9	-21.6	-2.5	-10.1
S=C(NCc1ccccc1)Nc1cccc2ccccc12	0.6	-2.5	-2.5	-3.2	-1.7	-29.1	1.4	11.5	12.1	4.9
COc1ccc(OC)c(NC(=O)c2sc3nc(C)cc(C)c3c2N)c1	-6.9	1.1	24.6	-6.7	-113.2	-2.8	0.8	26.7	0.8	-5.5
Cc1ccc(OC(=O)CCS(=O)(=O)c2ccc(C)cc2)cc1	2.4	-0.6	-0.7	-13.7	-5.0	-23.3	-0.2	-29.1	0.9	3.1
Cc1cccc(CS(=O)(=O)Cc2ccc(C(=O)NCc3ccco3)o2)c1	1.5	/	8.1	-11.0	2.6	22.8	-1.3	1.1	3.5	-5.8

Random excerpt: five records from the list, in no set order.
SMILES	NSD2 HMT inh	CDK5 inh	MITF TRPM1 HTS	dFosB act	V-ATPase pH	HTR5A inv ctr	Wnt bcat act	SR-BI HDL uptake	HTR5A ag	PvdQ inh
CCCc1nnc(NC(=O)c2cc3ccccc3oc2=O)s1	-0.9	0.9	24.8	-6.4	-0.4	-15.3	-0.4	-5.1	5.5	-13.9
O=S(=O)(Nc1cccc(S(=O)(=O)N2CCCCCC2)c1)c1ccc(F)cc1F	-0.7	0.2	3.2	-2.1	-6.8	6.2	-1.2	35.4	-1.6	8.1
CCOC(=O)Cn1c(C)nc2c(C(=O)OCC)sc(C)c2c1=O	0.5	0.0	0.1	-8.7	0.0	-12.8	0.6	1.6	3.2	1.9
Cc1cc(C)c2c(=O)[nH]c(SCC(=O)c3ccc(C)c(C)c3)nc2n1	1.1	0.9	-5.6	-10.4	-2.7	8.0	-6.9	-21.6	-2.5	-10.1
CC(C)N(c1ccccc1)c1ccc(NC(=O)CCl)cc1	-1.2	-0.3	-49.1	-6.3	-2.3	-10.3	-1.1	-4.9	3.6	-17.3
